# MBD2 DNA inh: inhibitors of human MBD2 binding to methylated oligonucleotide | TR-FRET | AID 686964 | inhibition, % at 4.4 µM | Q9UBB5 | 370,000 compounds, 0.31% hits; in the data active = inhibition above about 13%
# SIAE primary: blocks human sialic acid acetylesterase. inhibition, % at 9.66 µM. Q9HAT2. 370,000 compounds, 0.69% hits. SIAE FP-Rh probe binding, fluorescence polarization;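 active = inhibition above a cutoff: mean of compounds within the control limits plus 3 SD of those, cut at about 17% in these data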;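 note: 0% = plate median of compound wells and 100% = probe without SIAE protein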
# HTRA1 inh: HTRA1 (human) protease inhibition | Q92743 | recombinant HTRA1, FP-rhodamine activity-based probe, fluorescence polarization | inhibition, % at 5.96 µM | 340,000 compounds, 0.5% hits; in the data active = inhibition above about 36%;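 note: 0% = enzyme with DMSO and 100% = wells lacking enzyme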
# LEDGF integ inh: blocks HIV-1 LEDGF/p75-dependent DNA integration. TR-FRET IN-LEDGF/p75 DNA integration, Eu/Cy5. inhibition, % at 3.7 µM. 370,000 compounds, 0.64% hits;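 active = inhibition above the screen-wide mean plus 3 SD, cut at about 13% in these data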;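 note: signal is the Cy5 over europium emission ratio at 671 and 618 nm; 0% = plate median of compound wells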
# NPR2 activator: GC-B (human) receptor activation; 370,000 compounds, 0.11% hits; P20594; activation, % at 10 µM; HEK293-GC-B cells, CNP EC30, cGMP TR-FRET; 0% at EC30 CNP, 100% saturating CNP; AID 1920062;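 active = activation at 10 µM reaching about 35% in either raw or pattern-adjusted values, limit read from the data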
# Target sequence (P20594 whole entry, looked up): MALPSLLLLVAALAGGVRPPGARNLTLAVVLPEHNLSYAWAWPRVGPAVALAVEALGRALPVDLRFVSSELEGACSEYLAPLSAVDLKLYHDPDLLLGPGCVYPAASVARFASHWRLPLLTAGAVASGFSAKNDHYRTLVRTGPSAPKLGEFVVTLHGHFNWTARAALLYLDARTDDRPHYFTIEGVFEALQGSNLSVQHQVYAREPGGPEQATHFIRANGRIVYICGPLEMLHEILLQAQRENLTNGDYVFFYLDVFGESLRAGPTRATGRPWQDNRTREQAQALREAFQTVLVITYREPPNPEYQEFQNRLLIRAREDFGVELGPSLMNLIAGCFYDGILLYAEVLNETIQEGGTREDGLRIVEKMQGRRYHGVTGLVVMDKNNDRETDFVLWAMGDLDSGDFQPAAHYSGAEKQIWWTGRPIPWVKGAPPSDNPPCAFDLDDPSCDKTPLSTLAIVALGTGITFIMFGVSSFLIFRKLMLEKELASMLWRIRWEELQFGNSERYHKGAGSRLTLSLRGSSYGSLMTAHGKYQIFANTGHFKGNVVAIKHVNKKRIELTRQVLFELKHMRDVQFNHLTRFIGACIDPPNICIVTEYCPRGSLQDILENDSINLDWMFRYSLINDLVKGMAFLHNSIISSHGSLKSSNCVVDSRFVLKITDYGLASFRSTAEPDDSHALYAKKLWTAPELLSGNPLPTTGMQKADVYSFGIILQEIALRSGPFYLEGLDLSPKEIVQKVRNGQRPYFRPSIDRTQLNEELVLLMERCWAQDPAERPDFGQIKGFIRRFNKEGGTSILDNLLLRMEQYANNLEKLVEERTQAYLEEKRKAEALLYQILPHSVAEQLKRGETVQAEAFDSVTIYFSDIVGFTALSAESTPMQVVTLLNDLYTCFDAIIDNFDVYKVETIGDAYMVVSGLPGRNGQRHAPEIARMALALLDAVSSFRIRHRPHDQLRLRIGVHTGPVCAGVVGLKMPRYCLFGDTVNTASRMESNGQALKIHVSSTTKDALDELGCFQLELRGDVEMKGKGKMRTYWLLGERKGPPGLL
# PRMT1 FP inh: PRMT1 (human) inhibition, primary screen | Q99873 | recombinant PRMT1, activity-based probe fluorescence polarization | inhibition, % at 2.79 µM | 370,000 compounds, 1.3% hits;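 active = inhibition above about 21% made by adding two undisclosed values, limit read from the data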
# TCR-CD3 inh: blocks the human TCR-CD3 interaction | TAMRA-labeled TCR probe fluorescence, biochemical | inhibition, % at 9.4 µM | 360,000 compounds, 0.37% hits | AID 651800; in the data active = inhibition above about 19%;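 note: recombinant mutant TCR 2C K166C tagged with TAMRA read by polarization; 0% = receptor in buffer alone and 100% = receptor with positive control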
# rCAG binder: r(CAG) repeat RNA binding. TO-PRO-1 dye displacement fluorescence. inhibition, % at 3 µM. 370,000 compounds, 1.3% hits;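 active = inhibition above the plate cutoff, the mean of all test compounds on that plate plus 3 SD, cut at about 35% in these data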;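 note: 0% = DMSO alone and 100% = 100 µM mitoxantrone as full dye displacement; higher means more dye released from RNA so lower well fluorescence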
# ABHD4 inh: inhibits mouse alpha/beta hydrolase domain 4; Q8VD66; inhibition, % at 8.92 µM; 370,000 compounds, 0.54% hits; AID 720543; purified mABHD4, FP-Rh probe fluorescence polarization;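 active = inhibition exceeding the mean over every tested compound plus 3 SD, cut at about 30% in these data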;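 note: 0% = plate median of compound wells and 100% = S159A mutant with DMSO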
#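 Assay system: mouse ABHD4 enzyme, wild type / Also added: fluorescent activity-based probe FP-Rh / Doses: single nominal dose of 8.92 µM, 0.89% DMSO final / Timing: 45 min compound pre-incubation plus 60 min probe step, 25 °C / Signal: FP readout, ex 525 nm / em 598 nm / Control set: S159A mutant/DMSO as 100%, compound-well median as 0%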
# TDP2 absorb: TDP2 (human) inhibition, absorbance primary screen. 370,000 compounds, 0.34% hits. recombinant TDP2, T5PNP hydrolysis, p-nitrophenol absorbance 415 nm. inhibition, % at 12.8 µM. O95551;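 active = inhibition above the mean of all tested compounds plus 3 SD, set per campaign, cut at about 25% in these data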;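 note: 0% = DMSO with enzyme and 100% = buffer with substrate but no TDP2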
#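 Evaluation: % inhibition relative to enzyme-containing and enzyme-free wells. Material: recombinant human TDP2. Benchmarks: enzyme-free and DMSO wells. Timing: enzyme reaction with compound for 2 h at 37 °C. Compound dosing: 12.8 µM only. Measured by: p-Nitrophenol epi absorbance. Reagent: T5PNP substrate at 5 mM, a TopII-DNA adduct mimic. Replication: single well per compound.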
# The depositor's hits bear a star; / = no result given. A portion of the library. The share of hits here may be higher or lower than overall.
SMILES,MBD2 DNA inh,SIAE primary,HTRA1 inh,LEDGF integ inh,NPR2 activator,PRMT1 FP inh,TCR-CD3 inh,rCAG binder,ABHD4 inh,TDP2 absorb
COc1cccc(C(=O)NCC(=O)N/N=C/c2ccc3c(c2)OCO3)c1,4,0,2,-1,-4,-3,-1,0,-1,-5
Cn1c(SCC(=O)Nc2ccc(Br)cc2F)nnc1-c1ccco1,3,-3,4,-8,0,4,-1,-3,-9,-9
COc1cc(OC)c(S(=O)(=O)Nc2ccc(C)cn2)cc1NC(C)=O,-7,-1,1,-3,-1,-1,6,0,10,7
Cc1cccc(C(=O)N2CCN(S(=O)(=O)N3CCCCC3)CC2)c1,1,-6,6,1,0,-1,6,-5,2,3
O=C([C@H](Cc1ccccc1)N1C(=O)c2ccccc2C1=O)N1CCOCC1,2,-4,2,-2,-2,2,-8,-4,1,4
CCOC(=O)c1nnn(-c2nn3nnnc3c3ccccc23)c1C,4,2,7,0,0,-1,-2,-1,0,-4
COc1ccc(Cl)cc1NC(=O)NC(C)c1ccncc1 (centres undefined),-1,-4,-1,0,-6,0,2,6,-2,-1
COc1cc(NC(=S)N2CCCC(C)C2)c(OC)cc1Cl (centres undefined),6,3,2,2,5,41*,-4,0,-2,3
COC(=O)c1cccc(NC(=O)c2cccc(OC)c2)c1,0,0,-30,3,-3,0,0,4,3,1
Cc1cc(NC(=O)CSc2ccc3nnc(-c4ccccn4)n3n2)no1,-4,5,6,-3,-2,0,0,2,4,3
CCC(=O)N1CCc2cc(S(=O)(=O)CCC(=O)Nc3ccc(C(C)=O)cc3)ccc21,4,2,-3,-7,10,2,-4,-3,4,2
CCc1ccc(NC(=O)Cn2cc([N+](=O)[O-])nc2C)cc1,4,-2,0,-3,13,0,-6,-1,1,3
COc1ccc(N(CC(=O)NCCSc2ccccn2)S(=O)(=O)c2ccccc2)cc1OC,-1,-4,10,-2,0,-1,-7,1,3,6
COc1ccccc1OCC(=O)NCCCN1CCOCC1,1,-2,1,-1,-2,-5,2,2,-6,-2
CC(=O)N1CCN(C(=O)c2ccc(S(=O)(=O)Nc3ccccc3C)cc2)CC1,3,-1,3,0,2,-2,4,-10,-7,18
O=Nc1c(O)[nH]c2ccc(Cl)cc12,1,28*,14,-8,-3,5,-11,4,3,-12
CCCCNC(=O)C1Cc2cc(S(=O)(=O)N3CCCC3)ccc2N1C(C)=O (centres undefined),-1,5,2,3,8,-3,-6,1,0,22
NC(=O)C1CCN(C(=O)c2cc3c(s2)CCCCC3)CC1,-3,4,3,-3,2,-3,-3,3,2,-2
Cc1nn(CC(=O)NC(C)c2ccccc2)c(C)c1[N+](=O)[O-] (centres undefined),3,-8,3,5,-8,0,3,3,-6,-17
COc1ccc(CN(Cc2cccn2C)C(=O)c2cc3cc(OC)ccc3[nH]2)cc1,4,2,-32,-2,-6,5,-6,6,1,5

# Record cards (already shown).
# Listed for COc1ccc(CN(Cc2cccn2C)C(=O)c2cc3cc(OC)ccc3[nH]2)cc1 → MBD2 DNA inh = 4; SIAE primary = 2; HTRA1 inh = -32; LEDGF integ inh = -2; NPR2 activator = -6; PRMT1 FP inh = 5; TCR-CD3 inh = -6; rCAG binder = 6; ABHD4 inh = 1; TDP2 absorb = 5
# Listed for COc1ccc(N(CC(=O)NCCSc2ccccn2)S(=O)(=O)c2ccccc2)cc1OC → MBD2 DNA inh = -1; SIAE primary = -4; HTRA1 inh = 10; LEDGF integ inh = -2; NPR2 activator = 0; PRMT1 FP inh = -1; TCR-CD3 inh = -7; rCAG binder = 1; ABHD4 inh = 3; TDP2 absorb = 6
# Listed for CCCCNC(=O)C1Cc2cc(S(=O)(=O)N3CCCC3)ccc2N1C(C)=O (centres undefined) → MBD2 DNA inh = -1; SIAE primary = 5; HTRA1 inh = 2; LEDGF integ inh = 3; NPR2 activator = 8; PRMT1 FP inh = -3; TCR-CD3 inh = -6; rCAG binder = 1; ABHD4 inh = 0; TDP2 absorb = 22

# Following part:
SMILES,MBD2 DNA inh,SIAE primary,HTRA1 inh,LEDGF integ inh,NPR2 activator,PRMT1 FP inh,TCR-CD3 inh,rCAG binder,ABHD4 inh,TDP2 absorb
CC(=O)Nc1ccc2nsnc2c1,3,-3,/,0,-1,0,10,-1,0,-3
CCCc1ccc(C(=O)NNC(=O)c2ccc(Cl)cc2)cc1,11,-20,-7,-4,2,1,7,3,-24,-2
CCCCCCSc1nnc2[nH]c(=O)cc(N)n12,5,-8,6,-6,-6,2,1,2,1,-2
O=C(Nc1cccc(Oc2ccccc2)c1)C1Cc2c(-c3cccc(F)c3)ccnc2O1 (centres undefined),4,-16,/,0,0,-2,-6,6,-41,-22
CCOC(=O)C1CCN(C(=O)c2cc3c(=O)n4ccccc4nc3s2)CC1,-6,-13,0,3,-2,0,-3,-8,7,0
CC(C)CN1C(Nc2ccccc2)=NC[C@@H]1C,1,-6,4,2,1,1,6,1,5,0
C=CCn1c(Cc2c(C)[nH]c3ccccc23)nnc1SCC(=O)NCc1ccc(F)cc1,-2,6,-18,1,1,1,-7,0,4,-1
CCC(=O)Nc1ccccc1Sc1ncnc2scc(-c3ccccc3)c12,-5,3,-3,-1,-3,3,-1,-2,-6,2
COc1cc(=O)[nH]c(SC(C)C(=O)Nc2ccc3ccccc3c2)n1 (centres undefined),2,-1,-5,1,2,4,-2,29,-10,4
CCC[C@H]1[C@@H](N(C)Cc2ccccc2)CC[C@@]23CCCN2C(=O)CCC[C@@H]13,-2,4,/,4,-4,-5,/,/,5,13
CNC(=S)NNC(=O)c1ccc(=O)n(Cc2cccc(C(F)(F)F)c2)c1,4,0,/,-1,4,-1,4,7,0,-6
CC1(C)OC(=O)C2=C(C[C@@H](C3CCCC3)O[C@H]2c2ccc(Cl)cc2)O1,2,1,/,-1,-9,1,-4,1,4,-2
CCN1C(=O)c2ccccc2S(=O)c2ccc(C(=O)NCCN(CC(C)C)CC(C)C)cc21 (centres undefined),1,9,-6,3,1,-3,7,-6,8,-1
O=C(CSc1nnc(CNC(=O)c2ccccc2)o1)NCc1ccccc1,-1,-1,5,3,-2,1,5,-5,-1,-11
CC(C)OCCCNC(=S)NNC(=O)c1ccc(Cl)c(Cl)c1,-1,6,5,2,0,2,10,6,4,12
COc1ccc(N2CCN(C(c3ccccc3)c3nnnn3Cc3ccc(F)cc3)CC2)cc1 (centres undefined),0,-1,-5,2,-4,-1,-1,-7,5,-7
CCOc1ccccc1NC(=O)c1ccc2ccccc2c1,3,-1,-27,2,-9,-2,-2,0,-13,-15
CCc1ccc(-n2cc(-c3ccc(F)cc3)[n+]3c2SCCC3)cc1,-7,1,-5,0,-3,-3,-2,-1,-2,4
COCCCn1c(SCc2ccccc2)nc2cc(OC)c(OC)cc2c1=N,2,13,-10,-4,12,1,-7,7,-10,0
CCOc1ccc(-c2[nH]ncc2-c2ccccc2)c(O)c1,3,-1,-9,1,-5,2,1,2,0,-1
Cc1ccc2c(CC(=O)OC3CCOC3=O)coc2c1 (centres undefined),1,-4,16,0,2,-1,-2,1,-1,13
CSc1cccc(NC(=O)C2CCCN(S(=O)(=O)c3cnc[nH]3)C2)c1 (centres undefined),2,2,-4,-1,-3,-3,1,0,2,11
COc1ccc(OC)c(S(=O)(=O)N2CCCC(C(=O)Nc3c(C)n(C)n(-c4ccccc4)c3=O)C2)c1 (centres undefined),1,-2,/,4,-4,-5,/,-2,0,9
CN(CC(=O)Nc1ccc(F)cc1)C(=O)COC(=O)CN1C(=O)NC2(CCCC2)C1=O,0,5,0,0,-2,-2,3,-1,-1,-6
COc1ccc(/C=C/c2onc(C)c2S(=O)(=O)N2CCC(C(=O)N3CCCCCC3)CC2)cc1,-2,-11,-25,1,0,-3,5,3,-8,0
O=C(COC(=O)C1CC1)Nc1nc(-c2ccc(F)c(F)c2)cs1,2,6,-5,-2,2,0,-2,2,-8,7
O=C(O)CCS(=O)(=O)Cc1ccccc1Cl,1,2,2,3,4,1,4,-2,6,-4
Cc1cccc(S(=O)(=O)NCCC(=O)OC(C)C(=O)NC(=O)NC2CCCCC2)c1 (centres undefined),1,5,9,3,4,0,0,-8,-10,-2
OCC[C@@H]1C[C@H](O)[C@@H](O)[C@]2(OCc3cc(C(F)(F)F)ccc32)O1,2,-1,/,5,-2,0,-1,2,2,-12
COc1ccccc1N1CCN(S(=O)(=O)c2ccc3nc(-c4ccccc4)[nH]c3c2)CC1,2,-77,-66,-2,0,1,-4,16,-74,-3
CC(=O)Nc1cccc(NC(=O)CSc2ncc(C(=O)Nc3ccccc3)c(=O)n2C)c1,-1,-8,-7,2,-7,10,-2,7,-11,1
C=CCn1cc(-c2cccc(C(F)(F)F)c2)cc(C#N)c1=O,-6,9,-15,3,-1,-3,2,-5,-3,1
Cc1ccc(NC2=CC(=O)CC(C)(C)C2)cc1F,-1,-7,3,1,9,-2,-7,3,1,-14
COc1ccc(NC(=O)CSc2c3c(nc4ccccc24)CCC3)c(OC)c1,-3,0,-6,2,-7,0,-1,-3,-1,-5
C=CCN1C(=O)c2ccccc2NC1c1ccc(Br)s1 (centres undefined),-1,6,-10,3,-4,1,9,1,-9,3

# Reprinted at random: 4 entries already listed.
SMILES,MBD2 DNA inh,SIAE primary,HTRA1 inh,LEDGF integ inh,NPR2 activator,PRMT1 FP inh,TCR-CD3 inh,rCAG binder,ABHD4 inh,TDP2 absorb
COc1ccc(NC(=O)CSc2c3c(nc4ccccc24)CCC3)c(OC)c1,-3,0,-6,2,-7,0,-1,-3,-1,-5
CC(=O)Nc1cccc(NC(=O)CSc2ncc(C(=O)Nc3ccccc3)c(=O)n2C)c1,-1,-8,-7,2,-7,10,-2,7,-11,1
C=CCn1cc(-c2cccc(C(F)(F)F)c2)cc(C#N)c1=O,-6,9,-15,3,-1,-3,2,-5,-3,1
C=CCN1C(=O)c2ccccc2NC1c1ccc(Br)s1 (centres undefined),-1,6,-10,3,-4,1,9,1,-9,3

# Compound activity (PubChem BioAssay)
